RGS4 inh: human RGS4 inhibition; P49798; Transcreener GDP fluorescence polarization, RGS4-accelerated GTP hydrolysis; Potency, µM (titrated, usually from 114 µM), without a hit: at the top dose activity change, negative = inhibition, usual class: inhibitors; 390,000 compounds, 0.039% hits; note: potency is the fitted concentration of half-maximal effect; % is set by controls: 0 for no effect and ±100 for the full control effect; nearly all actives have a fitted effect of over 75% in size; some results filed as inactive show a strong effect at the top dose
Target sequence (P49798 whole entry, looked up): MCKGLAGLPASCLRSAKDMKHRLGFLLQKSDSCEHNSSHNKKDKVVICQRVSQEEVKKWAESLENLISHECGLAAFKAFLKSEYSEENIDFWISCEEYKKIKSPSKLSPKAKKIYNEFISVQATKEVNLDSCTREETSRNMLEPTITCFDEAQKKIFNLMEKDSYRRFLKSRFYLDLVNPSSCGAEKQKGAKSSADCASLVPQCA
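MLSMR compounds (23 nl, pin-transferred) preincubated 10 min at room temperature with a 500nM (2x) first reagent, then RGS4 at 900nM (2x) plus Transcreener GDP mix added; fluorescence polarization (620/688 nm) read before and after 90 min at 30 °C.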
POLH inh: DNA polymerase eta (human) inhibition | AID 588591 | recombinant Pol eta, fluorescent DNA replication assay | 390,000 compounds, 1.2% hits | Q9Y253 | Potency, µM (top dose mostly 114 µM), without a hit: at the top dose activity change, negative = inhibition, actives largely listed as inhibitors; note: potency is the fitted concentration of half-maximal effect; % is set by controls: 0 for no effect and ±100 for the full control effect
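Pol eta (10 nM) was preincubated with compounds for 15 min at room temperature, after which fluorescent replication substrate (50 nM final) was added to start the reaction. Fluorescence was read kinetically at 0 and 10 min.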
ERG-DNA inh: blocks human ERG Ets domain binding to DNA. Potency, µM (doses to about 76.9 µM), inactives show at the highest dose FP activity, negative = inhibition, actives largely listed as inhibitors. 370,000 compounds, 0.028% hits. fluorescence polarization, His-ERG Ets domain / labelled DNA. P11308; active = well fitted inhibition curve with a large enough effect in the polarisation, with a control signal flat; inconclusive = small, poorly fitted or top-dose-only effect, or effect the other way, or a change in a side signal; inactive = no such curve, though single readings can be large or run the other way; the % refers to the polarisation;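 note: polarization taken with two DNA probes labelled with fluorescein and Texas red; potency is the fitted concentration of half-maximal effect; % of control where 0% means no effect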
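His-tagged ERG Ets domain (1 uM in the protein solution; 300mM KCl, 50mM Tris-HCl, 1mM EDTA, 1mM DTT, pH 7.5) received compound, then a probe mix of 5 nM fluorescein-DNA and 100nM Texas-615-DNA. Fluorescence polarization was read for both dyes.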
Pol beta inh: DNA polymerase beta (human) inhibition; P06746; Pol beta primer extension/strand displacement, fluorescence kinetic; Potency, µM (titrated, usually from 114 µM), for inactives: at the top dose activity change, negative = inhibition, most hits filed as inhibitors; 340,000 compounds, 1.3% hits; note: potency is the fitted concentration of half-maximal effect; % is set by controls: 0 for no effect and ±100 for the full control effect
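Homogeneous kinetic assay of primer extension and strand displacement by 10 nM Pol beta, preincubated 15 min at room temperature with compound before 50 nM substrate (final) was added. Read at 0 and 10 min; four-parameter Hill fit.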
LDHA block: inhibitors of human lactate dehydrogenase A | P00338 | purified LDHA, NADH/diaphorase-resazurin fluorescence; active compounds read low | activity change, % (values are at about 110 or 230 µM) | 480,000 compounds, 0.15% hits | AID 1347041; in the data active = activity change below about -30%; inconclusive = mostly about -25% to -30%;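 note: plate controls were DMSO wells for no effect and wells without enzyme for full effect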
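LDH5 2 nM; NADH 0.06 mM, pyruvate 0.2 mM; 200 mM Tris pH 7.4, EDTA, Tween-20; 5 min RT. Detection: diaphorase 0.133 mg/mL + resazurin 37 µM, fluorescence ex540/em590 at 0 and 20 min; normalized to enzyme-free and DMSO wells.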
POLK inh: DNA polymerase kappa (human) inhibition; Q9UBT6; 400,000 compounds, 0.53% hits; purified Pol kappa, fluorescent DNA synthesis assay, 10 min; Potency, µM (top dose mostly 107 µM), for inactives: at the top dose activity, negative = inhibition, usual class: inhibitors; note: potency is the fitted concentration of half-maximal effect; % is set by controls: 0 for no effect and ±100 for the full control effect
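Activity was followed as the change in fluorescence between reads at 0 and 10 min after starting the reaction with 50 nM substrate. Beforehand, 10 nM polymerase had been preincubated with compound for 15 min at room temperature.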
APE1 inh: inhibitors of human APE1 endonuclease; Potency, µM (titrated, usually from 65.8 µM), for the others: at the highest dose activity change, negative = inhibition, actives largely listed as inhibitors; 350,000 compounds, 0.35% hits; recombinant APE1, TAMRA/BHQ-2 abasic DNA cleavage fluorescence; P27695; AID 2517;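 note: potency is the fitted concentration of half-maximal effect; plate controls were vehicle for no effect and reference inhibitor for full effect; nearly all actives have a fitted effect of over 55% in size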
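Quantitative HTS: incision of a TAMRA/BHQ-2 double-stranded substrate bearing a tetrahydrofuran abasic site by 0.75 nM APE1 raises fluorescence. Substrate 50 nM final, added after 15 min compound preincubation at room temperature; progress as third-minus-first kinetic read difference.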
Anesthetic bind: candidate novel general anesthetic via apoferritin binding; 350,000 compounds, 0.074% hits; apoferritin/1-aminoanthracene competitive binding, fluorescence; Potency, µM (doses to about 77.5 µM), without a hit: at the highest dose activity change, negative = displacement, most hits filed as inhibitors; P02791; note: potency is the fitted concentration of half-maximal effect; % is set by controls: 0 for no effect and ±100 for the full control effect; nearly all actives have a fitted effect of over 20% in size
Target sequence (P02791 2-175 limits assumed): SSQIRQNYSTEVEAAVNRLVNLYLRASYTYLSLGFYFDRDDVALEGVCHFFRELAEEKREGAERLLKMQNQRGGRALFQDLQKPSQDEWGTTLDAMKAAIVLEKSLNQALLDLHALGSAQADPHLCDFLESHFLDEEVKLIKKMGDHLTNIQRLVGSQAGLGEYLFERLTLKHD
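Probe: 1-aminoanthracene (50% saturated, PBS). Protein: horse-spleen apoferritin, 10 uM. Incubation: 10 min, room temperature. Detection: 380 nm excitation, 535 nm emission. Analysis: normalized response, four-parameter Hill.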
12-LOX inh: blocks human arachidonate 12S-lipoxygenase | P18054 | purified 12hLO, xylenol orange hydroperoxide absorbance | Potency, µM (top dose mostly 108 µM), inactives show at the highest dose activity change, negative = inhibition, hits mostly inhibitors | 580,000 compounds, 1.1% hits; note: potency is the fitted concentration of half-maximal effect; % is set by controls: 0 for no effect and ±100 for the full control effect
Target sequence (P18054 whole entry, looked up): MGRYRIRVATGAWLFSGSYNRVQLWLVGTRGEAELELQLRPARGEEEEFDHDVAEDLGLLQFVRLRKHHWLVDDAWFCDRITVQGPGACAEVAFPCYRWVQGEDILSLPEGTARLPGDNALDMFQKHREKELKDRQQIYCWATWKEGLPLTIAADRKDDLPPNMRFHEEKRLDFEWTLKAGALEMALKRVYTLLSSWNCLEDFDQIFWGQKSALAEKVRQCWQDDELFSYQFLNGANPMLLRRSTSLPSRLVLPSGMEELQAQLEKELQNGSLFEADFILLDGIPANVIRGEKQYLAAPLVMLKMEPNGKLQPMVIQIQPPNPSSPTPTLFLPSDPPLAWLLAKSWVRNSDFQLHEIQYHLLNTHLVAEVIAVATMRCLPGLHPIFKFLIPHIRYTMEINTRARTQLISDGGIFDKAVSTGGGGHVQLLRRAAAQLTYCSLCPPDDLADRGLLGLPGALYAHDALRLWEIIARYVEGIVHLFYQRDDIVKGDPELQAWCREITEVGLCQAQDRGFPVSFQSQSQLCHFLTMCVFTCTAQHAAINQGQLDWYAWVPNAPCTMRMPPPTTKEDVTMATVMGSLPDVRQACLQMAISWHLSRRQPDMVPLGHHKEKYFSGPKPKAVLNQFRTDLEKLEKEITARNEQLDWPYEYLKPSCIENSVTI
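Purified human 12hLO (150 nM final) in 25 mM Hepes, 0.01% Triton X-100, pH 7.0 was preincubated 15 min at room temperature with compound. Then 40 uM arachidonic acid was added, 30 min. Hydroperoxide was read by Fe-XO absorbance ratio 573/405 nm.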
The depositor's hits bear a star; ? = inconclusive; . = no result given; & = joins results of further samples; [ ] = remark or other dose. Unless noted, calls come from the whole dose curve; as a rule, active = well fitted curve in the direction sought with a large enough effect; inconclusive = small, poorly fitted or top-dose-only effect, or another doubt; inactive = no such curve, though single readings can be large; an effect the other way counts as inactive or inconclusive. Some of the compounds tested; the hit share may differ from the screen's.

entry | SMILES | RGS4 inh | POLH inh | ERG-DNA inh | Pol beta inh | LDHA block | POLK inh | APE1 inh | Anesthetic bind | 12-LOX inh
1 | CC(C)(C)C(=O)/C=c1\s/c(=C\c2ccc(-c3ccc([N+](=O)[O-])cc3)o2)c(=O)n1CC(=O)NC(N)=O | -31% | -12% | 27% | -5% | -3 | -7% | -4% | -16% | ?
2 | CNC(=O)NC(=O)C(C)OC(=O)c1cc2c(s1)CCCCC2 (centres undefined) | -1% | -2% | -8% | -3% | -7 | -11% | -1% | 3% | -5%
3 | COc1cccc(N2CCN(C(=O)c3ccc(CS(=O)c4cccc(Cl)c4)o3)CC2)c1 (centres undefined) | 11% | -22% | 10% | -8% | 7 | -13% | . | -2% | -13%
4 | CN(C#N)c1nccc(-c2cccs2)n1 | -9% | -6% | -2% | 55% | -4 | -3% | 0% | -4% | -11%
5 | Clc1ccccc1CSc1ncn(-c2ccccc2)n1 | -23% | -22% | 4% | 31% | -1 | -7% | -4% | -8% | 0%
6 | COc1ccc(C(=O)CSc2nnc(CNc3ccc(C)cc3C)o2)cc1 | -36% | 4% | 1% | 9% | -8 | -6% | -10% | -14% | 0%
7 | N#Cc1c(NC(=O)CSc2nc(-c3ccco3)cc(C(F)(F)F)n2)sc2c1CCCC2 | -29% | -11% | -1% | -1% | -2 | -8% | 1% | -4% | ?
8 | COc1ccc(Cn2c(SCc3ccc(C)cc3)nc3cc(OC)c(OC)cc3c2=N)cc1Cl | -22% | -25% | 2% | 5% | 2 | -7% | -7% | -1% | -19%
9 | CCOC(=O)c1ccc(CN(Cc2ccccc2)S(=O)(=O)c2cccc([N+](=O)[O-])c2)cc1 | 14% | -8% | 6% | 5% | -4 | -6% | -1% | 1% | -14%
10 | COc1ccc(SC[C@H](Cc2ccccc2)N2CC[C@@H](C)CCC2=O)cc1 | 11% | -16% | -4% | . | -1 | -20%&-10% | -29% | . | ?
11 | CCCCc1nnc(NC(=O)c2ccc3[nH]c(=O)c(=O)[nH]c3c2)s1 | 11% | 6% | 0% | -1% | -7 | -20% | 64% | -21% | -4%
12 | CCc1ccccc1NC(=O)C1=CC(c2cccs2)=NS(=O)(=O)N1C | 7% | -2% | -4% | 1% | -9 | -10% | 16% | ? | 4%[57.4 µM]
13 | c1ccc2c(c1)nc(NCC1CCCO1)c1nnnn12 (centres undefined) | -5% | -20% | -16% | 0% | -2 | 10% | -2% | -5% | 13%
14 | COc1cc(C(=S)N2CCC(C)CC2)ccc1O | -31% | -11% | -4% | -22% | -8 | -4% | 6% | ? | ?
15 | S=C(NCc1ccco1)N1CCN(c2nc(-c3ccccc3)cs2)CC1 | -28% | -9% | 2% | 19% | -8 | -22% | 2% | 34%[activator] | -3%

Further entries:
entry | SMILES | RGS4 inh | POLH inh | ERG-DNA inh | Pol beta inh | LDHA block | POLK inh | APE1 inh | Anesthetic bind | 12-LOX inh
16 | COc1ccc(-c2nnc(SCC(=O)NCc3ccco3)n2C)cc1 | 5% | -7% | -3% | 24% | -8 | -13% | -4% | -10% | -4%
17 | COc1ccc(OCC(O)Cn2cnc(-c3ccc(Br)cc3)c2)cc1 (centres undefined) | -11% | -6% | 0% | -13% | -4 | -10% | 9% | 4% | 5%
18 | ClC(/C=N/n1cnnc1)=C/c1ccccc1 | -6% | -12% | -4% | ? | -4 | -5% | -7% | -7% | 18%
19 | O=C(Cn1cnc2cc([N+](=O)[O-])ccc2c1=O)NC(=O)NCc1ccccc1 | 4% | -23% | -6% | 11% | -7 | -10% | 10% | -13% | 5%
20 | NC(=O)CSCc1nc2ccccc2s1 | -29% | ? | -17% | 8% | -2 | -3% | 5% | -15% | 1%
21 | CN(C)c1ccc(C(CNC(=O)c2ccccc2F)N2CCc3ccccc32)cc1 (centres undefined) | -18% | -7% | -8% | -1% | 2 | -2%[60.1 µM] | . | 66%[activator] | -9%
22 | CC(=O)c1ccccc1NS(=O)(=O)c1cc2c(cc1C)NC(=O)CO2 | 3% | 8% | 8% | -2% | -1 | 0%[60.1 µM] | . | 4% | -19%
23 | O=C(Nc1cccc(S(=O)(=O)C(F)F)c1)c1ccc(S(=O)(=O)N2CCCC2)cc1 | -17% | -13% | 17% | -12% | 1 | -1% | -3% | -21% | 13%
24 | CCOC(=O)C1C(=O)C=C(C)C(C(=O)OCC)C1c1ccc(OC)cc1 (centres undefined) | 6% | 6% | 6% | 5% | -1 | -10% | 1% | 1% | -2%
25 | Cc1ccc(C2=NOC(=O)/C2=C\c2ccc(C)o2)cc1 | ? | 79µM* | 17% | 6% | 6 | -19% | 3% | -2% | 16µM*
26 | CCCc1nnc(NC(=O)CCC(=O)N2CCN(C3CCCC3)CC2)s1 | 34% | -4% | 19% | 12% | -4 | 0% | 57%[activator] | -2% | -2%
27 | COc1ccc(OC)c2sc(NC(=O)C(C)C)nc12 | 8% | -21% | -5% | -3% | 3 | 1% | 0% | 4% | 4%
28 | COC(=O)c1oc2ccc(OC)cc2c1N | -24% | -5% | 10% | -18% | 0 | -9% | 1% | -8% | -24%
29 | Cc1cc(C)c2c(N)c(C(=O)Nc3ccccc3F)sc2n1 | 19% | -21% | -4% | 14% | -2 | -4% | 7% | 17% | 0%
30 | CS(=O)(=O)Nc1cccc(-c2nc(Nc3ccc(F)cc3)c3ccccc3n2)c1 | . | . | . | . | . | -16%[60.1 µM] | -4% | -19% | ?

Profiles, quoted from the list.
O=C(Nc1cccc(S(=O)(=O)C(F)F)c1)c1ccc(S(=O)(=O)N2CCCC2)cc1 is listed as RGS4 inh = -17%; POLH inh = -13%; ERG-DNA inh = 17%; Pol beta inh = -12%; LDHA block = 1; POLK inh = -1%; APE1 inh = -3%; Anesthetic bind = -21%; 12-LOX inh = 13%
CS(=O)(=O)Nc1cccc(-c2nc(Nc3ccc(F)cc3)c3ccccc3n2)c1 is listed as RGS4 inh = .; POLH inh = .; ERG-DNA inh = .; Pol beta inh = .; LDHA block = .; POLK inh = -16%[60.1 µM]; APE1 inh = -4%; Anesthetic bind = -19%; 12-LOX inh = ?

With a hit mark in 12-LOX inh, of those listed so far:
| cpd | molecule | RGS4 inh | POLH inh | ERG-DNA inh | Pol beta inh | POLK inh | APE1 inh | 12-LOX inh |
| --- | --- | --- | --- | --- | --- | --- | --- | --- |
| 25 | Cc1ccc(C2=NOC(=O)/C2=C\c2ccc(C)o2)cc1 | ? | 79µM* | 17% | 6% | -19% | 3% | 16µM* |

New compounds follow:
entry | SMILES | RGS4 inh | POLH inh | ERG-DNA inh | Pol beta inh | LDHA block | POLK inh | APE1 inh | Anesthetic bind | 12-LOX inh
31 | Cc1nnc(C)n1/N=C/c1cc(Br)cc(Br)c1O | -3% | 18% | 6% | -8% | 9 | -3% | 2% | 185%[activator] | ?
32 | COc1cc(COC(=O)c2cnc(C)cn2)c(OC)cc1Br | 21% | 10% | -1% | 22% | -9 | 0% | 4% | 0% | ?
33 | CCS(=O)(=O)N1CCc2cc(C(=O)N3CCN(c4cccc(C(F)(F)F)c4)CC3)ccc21 | -29% | -18% | -3% | -4% | 6 | 1% | . | ? | ?
34 | O=S(=O)(c1ccc(Br)s1)N1CCN(Cc2ccc3c(c2)OCO3)CC1 | -13% | -22% | -5% | 0% | -1 | -20% | 3% | -6% | 6%
35 | O=C(NCC(c1ccco1)N1CCN(c2ccccc2F)CC1)c1ccc2c(c1)OCO2 (centres undefined) | 5% | -4% | -18% | . | -6 | -3% | 1% | . | 8%
36 | COC(=O)[C@@]1(Cc2ccc(F)cc2)[C@H]2c3cc(C(=O)N4CCCC4)n(CCCNc4ncc(C(F)(F)F)cc4Cl)c3C[C@H]2CN1C(=O)c1ccccc1 | -18% | -24% | -3% | -3% | -6 | -7% | -15%&-3% | ? | .
37 | Cn1ccsc1=NC(=O)c1ccc(Cl)cc1 | 9% | -15% | 5% | -9% | -5 | -1% | 5% | -13% | -3%
38 | COC(=O)CCCCCCCCC(O)CN1CCCCC1 (centres undefined) | -34% | -13% | -4% | -2% | -4 | -1% | -2% | 2% | -5%
39 | O=C(COc1ccc(Br)cc1Br)NC1CCCC1 | 1% | -17% | 8% | 1% | 1 | -13% | ? | -17% | -3%
40 | COc1ccc(NC(=O)COC(=O)c2ccc(-n3cnnn3)cc2)c([N+](=O)[O-])c1 | -25% | -8% | 2% | . | 4 | 9% | 13% | . | 19%
41 | COc1ccc(S(=O)(=O)N2CCN(C)CC2)cc1C(=O)Nc1ccccc1 | 9% | -5% | 16% | 1% | -2 | 2% | 7% | -5% | 2%
42 | NNC(=O)c1ccc(Cn2cc(Br)c(N)n2)cc1 | 6% | -4% | -10% | 22% | 2 | -14% | 10% | 3% | 151%[activator]
43 | O=C(CC12CC3CC(CC(Br)(C3)C1)C2)Nc1cccc(S(=O)(=O)NC2=NCCC2)c1 | 24% | 1% | 5% | 24% | -3 | -4% | 10% | -24% | -15%
44 | COC(=O)CCNc1ccc2c(c1)OCCO2 | -27% | -6% | 0% | 6% | 7 | 0% | 0% | -21% | 481%[activator]
45 | Cc1nc2nc(-c3cccs3)[nH]c2cc1Br | -9% | 0% | -6% | . | 0 | -4% | . | . | 112%[activator]
46 | COc1cccc(C(=O)N2CCC(C(=O)Nc3cccc(Cl)c3)CC2)c1 | 7% | -22% | -7% | 0% | -1 | 1% | . | -3% | 7%

Screening data: PubChem BioAssay, National Center for Advancing Translational Sciences (NCATS)
